IL-1B inflam inh = blocks inflammasome-driven IL-1 beta release; THP-1 LPS/ATP IL-1B secretion, AlphaLISA, 16 h; stronger effect = lower value; activity change, % at 57.5 µM; actives 4.7% (n = 360,000); AID 743279; in the data active means activity change below about -50%; inconclusive means mostly about -30% to -49%; further: on the % scale 0 is the no-effect control and ±100 the full control effect
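THP-1 cells pretreated 1 hr with compounds (up to 57.5 uM final), then stimulated with LPS (250 ng/mL final) plus ATP (1.25 mM final); secreted IL-1B measured by AlphaLISA after 16 hr, decreased signal indicating inhibition.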
ATXN2 expr inh = ATXN2 expression inhibition | AID 1745845 | actives 0.72% (n = 360,000) | Potency, µM (titrated, usually from 57 µM), for the others: top-dose activity change, negative = inhibition, usual class: inhibitors | HEK-293 ATXN2-luciferase reporter, luminescence, 24 h; further: potency means the concentration at half of the fitted maximal effect; on the % scale 0 is the no-effect control and ±100 the full control effect; nearly all actives have a fitted effect of over 55% in size
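qHTS (up to 57 uM final) was run with 24 h compound exposure of reporter cells at 37 °C. Each well was multiplexed: SteadyGlo luminescence measured ATXN2-luciferase expression after a fluorogenic Gly-Phe-AFC viability readout (25 uM final).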
S2 tox = viability counter-screen for ATXN expression inhibitors; S2 cells (HEK-293 line with an ATXN2-luciferase reporter) viability, CellTiter-Fluor protease fluorescence, 24 h; Potency, µM (titrated, usually from 56.7 µM), actives largely listed as cytotoxic; actives 0.49% (n = 400,000); further: potency means the concentration at half of the fitted maximal effect; nearly all actives have a fitted effect of over 40% in size
Nrf2 activator = activators of Nrf2 (ARE) signaling. AID 624171. Potency, µM (series often up to 46.1 µM), for the others: at the highest dose activation, actives largely listed as activators. AREc32 ARE-luciferase reporter (MCF7-derived line), luminescence, 24 h. actives 0.31% (n = 410,000); further: potency means the concentration at half of the fitted maximal effect; % of control where 0% means no effect; nearly all actives have a fitted effect of over 65% in size
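ARE-driven firefly luciferase activity in AREc32 cells measured after a 24 hr compound exposure at 37 deg C, using Steady-Glo reagent and a 30 min room-temperature hold.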
TGFb inhibitor = TGF-b pathway inhibition. HepG2 CAGA-GFP TGF-b/SMAD3 reporter, GFP fluorescence, 18 h; TGF-beta stimulated, 500 pg/mL final. actives 1.2% (n = 410,000). Potency, µM (highest dose often 46.1 µM), for inactives: at the highest dose activity, negative = inhibition, hits mostly inhibitors; further: potency means the concentration at half of the fitted maximal effect; on the % scale 0 is the no-effect control and ±100 the full control effect; nearly all actives have a fitted effect of over 65% in size
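HEPG2 CAGA-GFP cells (1000/well, DMEM with 1% FBS) were pre-incubated 2 h at 37 degrees C, given compound by pin tool, then stimulated with TGF-beta at 500 pg/mL final for 18 h before per-cell GFP fluorescence imaging.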
HepG2 tox = HepG2 cytotoxicity, counter-screen for TGF-b inhibitors. actives 0.76% (n = 410,000). Potency, µM (titrated, usually from 46.1 µM), inactives show at the top dose activity change, negative = cytotoxicity, actives largely listed as cytotoxic. HepG2 CAGA-GFP viability, ATP luminescence, 18 h; further: potency means the concentration at half of the fitted maximal effect; some results filed as inactive show a strong effect at the top dose
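CellTiter-Glo luminescence gave cytotoxicity after 18 hours at 37 degrees C. The cells were HepG2 CAGA-GFP in 1% FBS DMEM, stimulated with 500 pg/mL TGF-beta after compound addition. %Activity was normalised to no-cell wells (complete cell-killing) and DMSO (no toxicity), and curves were fitted and classified.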
A549 viability = A549 cytotoxicity, counter-screen for Nrf2 inhibitors; A549 ARE-Fluc cells, CellTiter-Fluor viability, 18-24 h; Potency, µM (series often up to 46 µM), for inactives: top-dose activity change, negative = cytotoxicity, most hits filed as inhibitors; actives 0.16% (n = 390,000); further: potency means the concentration at half of the fitted maximal effect; on the % scale 0 is the no-effect control and ±100 the full control effect
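A549 ARE-Fluc cells in 5% FBS OPTI-MEM, 5000 cells/well, rested 2 h then exposed to compounds in concentration-response for 18-24 h at 37 °C. Viability by CellTiter-Fluor fluorescence (Ex 405/Em 525) after 30 min; luciferase luminescence (BugLite, 15 min, RT) read afterwards.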
MCF10A rerep = induces DNA re-replication in MCF 10a normal breast cells | MCF 10A DNA re-replication, Hoechst nuclear intensity, 48 h | Potency, µM (series often up to 46.1 µM), for inactives: at the top dose activity, positive = re-replication, most hits filed as activators | actives 2.9% (n = 350,000) | AID 624296; further: potency means the concentration at half of the fitted maximal effect; % of control where 0% means no effect; nearly all actives have a fitted effect of over 50% in size
Nrf2 inh = blocks Nrf2 signaling. A549 ARE-Fluc reporter, luciferase luminescence, 18-24 h. Potency, µM (top dose mostly 46 µM), for the others: at the top dose activity change, negative = inhibition, actives largely listed as inhibitors. actives 2.1% (n = 360,000); further: potency means the concentration at half of the fitted maximal effect; on the % scale 0 is the no-effect control and ±100 the full control effect; nearly all actives have a fitted effect of over 60% in size
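A549 ARE_Fluc cells (5000/well, 5% FBS OPTI-MEM) pre-incubated 2 h, then treated with compounds 18-24 h at 37C/5% CO2 in concentration-response. CellTiter-Fluor viability read first; BugLite luciferase luminescence after 15 min at room temperature gives Nrf2 activity.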
Active calls of the source: *; i = inactive; ? = inconclusive; . = not tested or not shown; [ ] = remark or other dose. Unless noted, the call rests on the fitted dose curve; in most records, active means well fitted curve in the direction sought with a large enough effect; inconclusive means small, poorly fitted or top-dose-only effect, or another doubt; inactive means no such curve, though single readings can be large; an effect the other way counts as inactive or inconclusive.

SMILES	IL-1B inflam inh	ATXN2 expr inh	S2 tox	Nrf2 activator	TGFb inhibitor	HepG2 tox	A549 viability	MCF10A rerep	Nrf2 inh
Cc1ccnc(Sc2ccc([N+](=O)[O-])cc2[N+](=O)[O-])n1	-104*	?	?	5.0%	?	-103%	?	?	?
O=c1c2oc3ccccc3c2n(Cc2ccccc2F)c(=O)n1Cc1ccc2c(c1)OCO2	.	.	.	-0.7%	-21%	-3%	16%	.	24%
O=C(c1ccccc1)c1c[nH]c(C(=O)NCc2cccnc2)c1	-10	6%	i	2.3%	-27%	5%	11%	-2%	.
COc1ccc(C)cc1S(=O)(=O)N1CCN(c2cccc(C(F)(F)F)c2)CC1	5	-17%	?	-1.0%	?	-24%	-7%	4%	-15%
CC1CCCCN1Cc1c(O)ccc2c(=O)c(-c3cccc(Cl)c3)c(C(F)(F)F)oc12 (stereo not given)	.	1%	i	2.2%	2%	-20%	-5%	.	3%
CC(C)CCn1c(N)c(S(=O)(=O)c2cccs2)c2nc3ccccc3nc21	-88*	18µM*	?	-0.7%	16µM*	-34%	?	16%	?
CCCN(CC(=O)Nc1ccccc1C)C(=O)c1ccc(N2CCCCC2)c([N+](=O)[O-])c1	-2	2%	i	0.0%	-8%	-7%	-18%	0%	?
CCOC(=O)C1=C(c2ccccc2)NC(SCC(=O)NC2CCCCC2)=C(C#N)C1c1ccco1 (stereo not given)	-55*	2%	i	0.4%	?	-7%	-13%	0%	?
Cc1ccc(S(=O)(=O)N2C[C@H]3N(C(=O)OC(C)C)N(C(=O)OC(C)C)C[C@H](OC(=O)NCc4ccco4)[C@@]3(O)C2)cc1	-2	3%	i	-0.6%	9%	1%	.	.	.
COc1ccc(CNC(=O)CN(C)S(=O)(=O)c2ccccc2)cc1	25	8%	i	0.5%	3%	0%	-1%	-2%	12%
CNC(=S)Nc1ccc([N+](=O)[O-])cc1C	15	-1%	i	-0.2%	2%	6%	-1%	-17%	-14%
COc1cccc(NC(=O)[C@@H]2CCC(=O)N2C2OC(=O)c3ccccc32)c1 (stereo not given in full)	17	8%	i	-0.6%	32%[activator]	43%	-6%	-12%	28%
Cc1nn(C2CCS(=O)(=O)C2)c2nc(C3CC3)cc(C(=O)Nc3ccc(C(N)=O)cc3)c12 (stereo not given)	-12	-14%	i	0.1%	9%	0%	-4%	6%	-4%
O=C(O)COc1cccc(NC(=O)C2CCCO2)c1 (stereo not given)	-11	-19%	i	0.2%	8%	-4%	7%	0%	-9%
CN1CCN(NC(=O)COc2cccc(C(F)(F)F)c2)CC1	-15	-11%	i	-0.3%	0%	-15%	7%	-3%	11%
Cc1ccccc1C(=O)N1CCC(C(=O)NC2CCCC2)CC1	-13	-1%	i	-0.7%	-3%	1%	-3%	-9%	-14%
CNC(=O)c1c(C)[nH]c(=S)c(C#N)c1-c1ccco1	-6	.	i	0.1%	-12%	-9%	10%	2%	11%
O=C(O)c1coc2ccccc12	15	-8%	i	-0.3%	2%	0%	-7%	-2%	17%
O=C(CCCC(=O)N1CCc2ccccc21)N1CCc2ccccc21	6	-4%	i	-0.9%	-8%	-1%	-3%	2%	12%
CCOC(=O)c1cc(-c2ccc(C)cc2)n(CCC(=O)N2CCN(c3ccccn3)CC2)c1C	-56*	-24%	?	2.4%	?	0%	-19%	?	-30%
CCOC(=O)CNC(=O)c1c2c(nc3ccccc13)CCCC2	16	20%	i	1.6%	-8%	-4%	6%	-1%	-16%
O=C(N/N=C/c1ccnc2ccccc12)c1ccccc1O	-20	12%	i	-0.1%	?	4%	0%	0%	0%
C=C(C)C(=O)OCC(O)COc1ccc(C(C)(C)c2ccc(OCC(O)COC(=O)C(=C)C)cc2)cc1 (stereo not given)	-64*	?	?	13%	5%	-26%	-2%	-36%[inhibitor]	-1%
O=C(c1cc(-c2ccncc2)nc2ccccc12)N1CCCC(C(F)(F)F)C1 (stereo not given)	17	.	i	0.2%	?	-46%	.	.	.
COc1ccc(S(=O)(=O)N2CCC(Oc3cccc(C(F)(F)F)c3)CC2)cc1OC	.	.	.	0.5%	-5%	5%	-4%	.	17%
Cc1ccc(C(=O)Nc2ccc(C(=O)O)cc2)cc1S(=O)(=O)NCc1ccccc1	34	-15%	i	-0.1%	45%[activator]	0%	-1%	0%	5%
S=C1NCN(Cc2cccnc2)CN1	-3	-22%	i	1.3%	-4%	9%	1%	-5%	0%
COc1ccc(CNC(=O)Nc2nnc([C@@H]3C[C@H](O)[C@@H](CO)O3)s2)cc1	-21	14%	i	-0.5%	0%	-24%	.	.	.
CCCCCC(=O)N1C[C@H](n2cc(-c3ccc(F)cc3)nn2)[C@@H](O)C[C@@H]1c1ccc(OC)cc1	-9	4%	i	-0.8%	-16%	4%	.	.	.
CCCCN(Cc1ccccc1)C(=O)c1cnc2n(c1=O)CCS2	15	-5%	i	-0.1%	-8%	-17%	-6%	5%	1%
O=C(NNC(=O)c1ccccc1-n1cccc1)c1cccc(Cl)c1	0	-9%	i	6.5%	-34%	1%	-1%	-2%	.
CCc1ccc(OCC(=O)N2CCN(c3ccccn3)CC2)c(Br)c1	-5	1%	i	0.5%	3%	-3%	-4%	7%	2%
Cc1ccc(CNC(=O)CSc2ncc3c(n2)-c2ccc(Cl)cc2N(Cc2ccccc2)S3(=O)=O)cc1	.	9%	i	0.4%	-15%	-16%	0%	.	?
Cc1cc(C)n(C(=O)c2ccc(S(=O)(=O)N3CCOCC3)cc2)n1	0	1%	i	-0.1%	-6%	2%	3%	-3%	8%
Cc1cc(C)nc(NS(=O)(=O)c2ccc(N3C(=O)C4C5C=CC(C5)C4C3=O)cc2)n1 (stereo not given)	31	1%	i	-0.5%	6%	2%	-2%	-1%	2%
CC(C)(C)c1csc(NNC(=O)c2ccc(Br)cc2)n1	93	.	i	3.6%	?	-12%	?	?	?
CC(C)COc1nc2ccccc2nc1C(C#N)C(=O)NC1CCCCC1 (stereo not given)	-6	-1%	?	-0.3%	5%	-1%	-5%	5.8µM*	.
COc1cccc(C2=C(C(C)=O)Sc3nnc(C4CCCCC4)n3N2C(C)=O)c1	.	.	.	-0.5%	?	-53%	?	.	.
Cc1onc(-c2ccccc2)c1C(=O)N/N=C/c1cc(Br)c(Br)o1	-93*	-27%	i	4.5%	?	-21%	-1%	?	?
COc1ccc(S(=O)(=O)NC(C)C(=O)Nc2cccc([N+](=O)[O-])c2)cc1 (stereo not given)	0	5%	i	-0.1%[9.22 µM]	-9%	-2%	10%	?	-17%
COc1ccc(-c2nc(-c3ccccc3)[nH]c(=O)c2C#N)cc1	0	-2%	i	-0.2%	-10%	23%	-1%	9%	-23%
COc1cc2c(cc1OC)C(c1cccs1)NCC2 (stereo not given)	11	-3%	i	-0.5%	-3%	-4%	-5%	8%	.
Cc1cc(C)cc(C(=O)N(CCc2ccccc2)C2CC3CCC(C2)N3C)c1 (stereo not given)	-65*	-23%	i	2.4%	1%	-6%	?	?	2%
COc1cc(C(=O)N(Cc2cc3ccccc3[nH]c2=O)CC2CCCO2)cc(OC)c1OC (stereo not given)	28	0%	i	-0.5%	14%	-3%	5%	24%	-14%
CCCNC(=O)Cn1nc(C)c2c(C)n(-c3ccccc3)nc2c1=O	.	.	.	-0.8%	-6%	-8%	11%	.	.

Ordered by SMILES length (falling): part of the list above.
SMILES	IL-1B inflam inh	ATXN2 expr inh	S2 tox	Nrf2 activator	TGFb inhibitor	HepG2 tox	A549 viability	MCF10A rerep	Nrf2 inh
Cc1ccc(CNC(=O)CSc2ncc3c(n2)-c2ccc(Cl)cc2N(Cc2ccccc2)S3(=O)=O)cc1	.	9%	i	0.4%	-15%	-16%	0%	.	?
Cc1onc(-c2ccccc2)c1C(=O)N/N=C/c1cc(Br)c(Br)o1	-93*	-27%	i	4.5%	?	-21%	-1%	?	?
O=C(NNC(=O)c1ccccc1-n1cccc1)c1cccc(Cl)c1	0	-9%	i	6.5%	-34%	1%	-1%	-2%	.

Remaining list, next part:
SMILES	IL-1B inflam inh	ATXN2 expr inh	S2 tox	Nrf2 activator	TGFb inhibitor	HepG2 tox	A549 viability	MCF10A rerep	Nrf2 inh
O=c1cc[nH]c2cc(Cl)ccc12	38	1%	i	0.0%	0%	0%	-6%	-15%	-1%
Cc1sc2ncn(CC(=O)N3CCN(c4ccc(Cl)cc4)CC3)c(=O)c2c1S(=O)(=O)N1CCN(c2ncccn2)CC1	.	-16%	i	-0.3%	-30%	-12%	0%	.	5%[9.27 µM]
CCOC(=O)COc1cccc(C2NC(=O)c3ccccc3O2)c1 (stereo not given)	?	-2%	i	-0.8%	?	-40%	-3%	-1%	1%
COc1ccc(C2/C(=C(/O)c3ccccc3)C(=O)C(=O)N2c2ncccn2)cc1OC (stereo not given)	5	0%	i	3.4%	-6%	-3%	0%	-3%	2%
COc1ccc(Cl)cc1NC(=O)C/C(C)=N/NC(=O)Cc1ccccc1	-11	.	i	16%	-10%	-4%	-10%	1%	?
C=CCn1c(SCCOc2ccc(OC)cc2)nnc1C(NC(=O)c1ccc(OC)cc1)C(C)C (stereo not given)	?	-12%	?	-0.1%	12%	-23%	-14%	-4%	.
CCCCC(=O)Nc1cccc(-c2nn3c(C)nnc3s2)c1	-1	5%	i	2.8%	-1%	-7%	-11%[1.84 µM]	0%	?
COc1ccccc1CC(=O)NN1C(=O)c2ccccc2C1=O	10	-8%	i	-0.6%	?	-3%	13%	0%	7%
Cc1cccc(OCCSc2nc3ccccc3n2CCC(=O)O)c1	-2	.	?	0.5%	8%	1%	-2%	8%	-23%
CCN(Cc1ccccc1)C(=O)COC(=O)CNS(=O)(=O)c1ccc(C)cc1	-2	-2%	i	-0.1%	?	-2%	-4%	-7%	6%
CC1CCCCC1NC(=O)CCS(=O)(=O)c1ccc2c(c1)NC(=O)CO2 (stereo not given)	1	.	i	3.8%	-2%	-2%	0%	0%	9%

Bioassay records from PubChem BioAssay.
